High-throughput results: PubChem BioAssay, National Center for Advancing Translational Sciences (NCATS)
TRHR enhancer – qHTS for Small Molecule Agonists and Allosteric Enhancers of Human TRH Receptor: Primary Screen for Enhancers. Thyrotropin-releasing hormone receptor (Homo sapiens), P34981. TRHR cells, fluo-8 calcium fluorescence, EC20 TRH enhancement. enhancement, % at 2 µM. 0.66% of 360,000 active. AID 493056, 2011; in the data active = enhancement above about 30%; note: 0% is about no effect
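Enhancer read-out: after compound pinning and an initial kinetic agonist-mode read, an EC20 of TRH (10 nM final) was injected and fluo-8 calcium signal (Ex 480/Em 530) followed at 1 s/cycle for 100 cycles in TRHR-expressing cells.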
D2 ag – HTS Assay for Allosteric Agonists of the Human D2 Dopamine Receptor: Primary Screen for Agonists; D(2) dopamine receptor (Homo sapiens), P14416; HEK293 T-REx D2 cells, calcium flux agonist mode; activation, % at 2 µM; 0.53% of 340,000 active;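 active = activation over 3 SD above normal in the single-dose calcium agonist read, cut at about 30% in these data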; note: 0% is about no effect
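In this primary screen, compounds producing a positive calcium signal within 180 s of addition to tetracycline-induced, force-coupled HEK293 Trex D2 cells are flagged; cells are dye-loaded with a no-wash calcium kit beforehand.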
D2 PAM – HTS Assay for Positive Allosteric Modulators of the Human D2 Dopamine Receptor: Primary Screen for Potentiators; HEK293 T-REx D2, calcium flux, EC20 dopamine potentiation; potentiation, % at 10 µM; 0.34% of 340,000 active; AID 485347, 2010;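 active = potentiation over 3 SD above the plate norm, cut at about 30% in these data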; note: 0% is about no effect
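Tetracycline-induced Hek293 Trex D2 cells, force-coupled to calcium, loaded with no-wash calcium dye. Compound added with 180 s kinetic read for agonism, then EC20 dopamine and a further 180 s read for potentiation.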
RXFP1 antagonist – qHTS Assay for Antagonists of the Relaxin Receptor RXFP1 | HEK293-RXFP1, relaxin-stimulated cAMP HTRF, 30 min; stronger effect = lower value | activity change, negative = inhibition, % at 57.5 µM | 0.59% of 350,000 active | AID 1259400, 2018;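 active = activity change of -60% or lower, but not beyond a set lower limit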; note: % is set by controls: 0 for no effect and ±100 for the full control effect
Target sequence (Q9HBX9 whole entry, looked up): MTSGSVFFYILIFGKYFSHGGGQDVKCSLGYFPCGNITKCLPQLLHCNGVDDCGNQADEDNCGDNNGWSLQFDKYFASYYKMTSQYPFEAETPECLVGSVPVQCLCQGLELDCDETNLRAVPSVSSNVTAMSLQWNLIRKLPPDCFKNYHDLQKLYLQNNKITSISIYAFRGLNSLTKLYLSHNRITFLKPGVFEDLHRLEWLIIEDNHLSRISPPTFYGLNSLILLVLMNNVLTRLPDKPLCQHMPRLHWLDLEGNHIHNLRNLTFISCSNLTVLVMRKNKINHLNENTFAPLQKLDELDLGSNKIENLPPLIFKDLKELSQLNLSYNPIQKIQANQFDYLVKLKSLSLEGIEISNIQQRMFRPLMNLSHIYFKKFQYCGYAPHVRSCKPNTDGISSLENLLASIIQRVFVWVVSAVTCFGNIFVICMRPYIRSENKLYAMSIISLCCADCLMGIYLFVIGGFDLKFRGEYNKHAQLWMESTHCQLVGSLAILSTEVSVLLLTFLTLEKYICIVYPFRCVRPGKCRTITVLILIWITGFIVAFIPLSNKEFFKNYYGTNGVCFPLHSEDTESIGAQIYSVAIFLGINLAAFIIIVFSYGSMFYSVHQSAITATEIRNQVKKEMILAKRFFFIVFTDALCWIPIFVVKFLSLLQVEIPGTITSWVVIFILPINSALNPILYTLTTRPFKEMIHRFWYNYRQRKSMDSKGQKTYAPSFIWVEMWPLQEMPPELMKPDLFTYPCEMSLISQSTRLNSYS
RXFP1 ag – qHTS Assay for Agonists of the Relaxin Receptor RXFP1. HEK293T-RXFP1 cAMP TR-FRET, 30 min; response scale: percent of porcine relaxin response, buffer zero. Potency, µM (top dose mostly 57.5 µM), for inactives: at the top dose activation, actives largely listed as activators. 0.3% of 370,000 active; active = well fitted activation curve with a large enough effect; note: potency is the fitted concentration of half-maximal effect; % is set by controls: 0 for no effect and ±100 for the full control effect; nearly all actives have a fitted effect of over 60% in size; many of its hits are not listed in these tables
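cAMP rise read by TR-FRET after 30 min, 37C compound exposure (up to 58 uM) in RXFP1-transfected HEK293 cells with Ro 20174 present. EC50 from Hill-equation fits, with 29 nM porcine relaxin as 100% and buffer as basal.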
D1 antagonist – Antagonist of Human D 1 Dopamine Receptor: qHTS; D(1A) dopamine receptor (Homo sapiens), P21728; HEK293 TREx D1 cells, calcium flux, dopamine EC80; stronger effect = lower value; 3.2% of 360,000 active; activity change, negative = inhibition, % at 10 µM; in the data active = activity change below about -30%; note: % is set by controls: 0 for no effect and ±100 for the full control effect
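Cells carrying a force-coupled, tetracycline-inducible human D1 receptor report calcium flux. Each well gets a 10 s baseline, compound with 180 s monitoring, then an EC80 dopamine stimulus with a second 180 s kinetic read.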
D2 antag – HTS Assay for Allosteric Antagonists of the Human D2 Dopamine Receptor: Primary Screen for Antagonists. HEK293 TREx D2 cells, calcium flux, dopamine EC80. inhibition, % at 10 µM. D(2) dopamine receptor (Homo sapiens), P14416. 2% of 340,000 active; in the data active = inhibition above about 30%; note: 0% is about no effect
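Antagonism is scored as inhibition of an EC80 dopamine-evoked calcium signal in a force-coupled, tetracycline-inducible HEK293 T-REx D2 line, with compound present 180 s before agonist.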
D1 agonist – Allosteric Agonists of the Human D1 Dopamine Receptor: qHTS. D(1A) dopamine receptor (Homo sapiens), P21728. HEK293 T-REx D1 cells, calcium flux, agonist mode. activation, % at 2 µM. AID 504660, 2011. 1% of 360,000 active; in the data active = activation above about 30%; note: 0% is about no effect
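Tetracycline-induced HEK293 TREx D1 cells, force-coupled to calcium signalling, were dye-loaded with a no-wash calcium kit. Compound was pin-added after a 10 s baseline. Fluorescence was read kinetically at 1 cycle/s for 180 s, with calcium rises flagged as agonism.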
D1 potentiator – Potentiators of Human D1 Dopamine Receptor: qHTS | AID 504651, 2011 | HEK293 TREx D1 cells, calcium flux, dopamine EC20 potentiation | potentiation, % at 10 µM | 0.036% of 360,000 active; in the data active = potentiation above about 30%; note: 0% is about no effect
An asterisk follows results filed as active; . = not tested or not shown. This is a subset; count on the stated rates, not on these rows.

structure	TRHR enhancer	D2 ag	D2 PAM	RXFP1 antagonist	RXFP1 ag	D1 antagonist	D2 antag	D1 agonist	D1 potentiator
CCS(=O)(=O)N1CCC(C(=O)NC2CCCCC2)CC1	-2	-0.5	.	11	-2.0%	-19	-1	-1	-4
COc1ccc2cc3cc(C(=O)Nc4ccc5c(c4)OCO5)oc3nc2c1	4	0.0	6	2	1.7%	6	-19	2	-4
CCc1ccc(NC(=O)CN2C(=O)CCSc3ccc(S(=O)(=O)N4CCCC4)cc32)cc1	-12	-0.9	-8	3	-0.1%	4	.	2	3
CC(=O)NC(CCS(C)(=O)=O)C(=O)Nc1ccccc1 (stereo not drawn)	5	-2.0	-1	10	0.9%	-24	-9	3	-5
O=C(CCCn1c(SCC(=O)Nc2ccccc2Cl)nc2ccccc2c1=O)NCC1CCCO1 (stereo not drawn)	-9	-2.4	-6	-7	-0.8%	-33*	10	5	5
CCOc1cc(Br)cc(C(c2c(C(=O)O)[nH]c3ccccc23)c2c(C(=O)O)[nH]c3ccccc23)c1O	2	0.3	-2	-1	0.1%	-3	0	1	-10
COc1cc(/C=C2\SC(=Nc3c(C)n(C)n(-c4ccccc4)c3=O)NC2=O)ccc1O	10	14	2	.	5.1%	-2	22	5	-2
Cc1ccc(S(=O)(=O)c2cn(Cc3ccccc3F)c3cc4c(cc3c2=O)OCO4)cc1	9	-0.8	7	-9	-2.5%	4	.	6	-4
Cc1sc2nc3n(c(=O)c2c1C)CCCS3	4	0.5	-3	-11	4.3%	11	-8	3	3
O=C(NCCCNC(=O)c1ccccc1Cl)c1cnccn1	-3	2.7	-3	5	2.8%	-20	-12	3	-11
CCc1noc(C)c1C(=O)Nc1nc2ccc(OC)cc2s1	14	-0.2	8	20	-0.5%	-8	15	3	-8
CN(C)N1C(=O)CC(NNC(=O)c2ccncc2)C1=O (stereo not drawn)	9	1.2	-4	-4	1.6%	4	0	2	-4
COc1ccccc1CNc1nc(=S)[nH]c2cc(OC)c(OC)cc12	-3	5.6	-5	-18	9.5%	11	-37	1	0
O=C1c2ccccc2C(=O)C12OC2c1ccc(Cl)cc1 (stereo not drawn)	11	0.7	15	.	0.7%	-13	-2	1	1
O=C(Nc1ccc2c(c1)OCO2)C1CCN(Cc2cnn(-c3ccccc3)c2-n2cccc2)CC1	-7	0.3	-19	0	1.6%	-11	-30	7	0
Cc1cc(/C=N/NC(=O)c2ccncc2)c(C)n1-c1ccccc1	-6	0.4	-11	-9	0.6%	-2	-3	2	-5
Cc1c(OCC(=O)NC(Cc2c[nH]c3ccc(O)cc23)C(=O)O)ccc2c3c(c(=O)oc12)CCC3 (stereo not drawn)	17	0.3	19	-4	0.4%	53	-16	6	-1
C/C(Cc1ccccc1)=N\NC(=O)c1cc(C(C)(C)C)[nH]n1	-5	0.4	-11	4	2.7%	9	-3	2	-2
N#CCCN1CCN(S(=O)(=O)c2ccc(S(=O)(=O)NC3CC3)cc2)CC1	0	1.1	1	.	0.1%	-23	11	-1	-4
CCOC(=O)C1=C(C)NC(=O)NC1c1ccco1 (stereo not drawn)	-7	0.9	-5	-6	-1.7%	-4	13	1	0

Structural class: the compounds so far containing two or more sulfur atoms.
structure	TRHR enhancer	D2 ag	D2 PAM	RXFP1 antagonist	RXFP1 ag	D1 antagonist	D2 antag	D1 agonist	D1 potentiator
CCc1ccc(NC(=O)CN2C(=O)CCSc3ccc(S(=O)(=O)N4CCCC4)cc32)cc1	-12	-0.9	-8	3	-0.1%	4	.	2	3
Cc1sc2nc3n(c(=O)c2c1C)CCCS3	4	0.5	-3	-11	4.3%	11	-8	3	3
N#CCCN1CCN(S(=O)(=O)c2ccc(S(=O)(=O)NC3CC3)cc2)CC1	0	1.1	1	.	0.1%	-23	11	-1	-4

(continued)
structure	TRHR enhancer	D2 ag	D2 PAM	RXFP1 antagonist	RXFP1 ag	D1 antagonist	D2 antag	D1 agonist	D1 potentiator
CCCCNC(=O)CC(NS(=O)(=O)c1ccc(C)cc1)c1ccco1 (stereo not drawn)	-1	0.6	-1	-1	0.1%	-3	-8	1	-3
NC(=O)C1CCN(C(=O)c2ccc(Oc3cc(Cl)cc(Cl)c3)o2)CC1	21	0.9	10	-6	0.4%	-6	-11	6	3
N#Cc1ccsc1NC(=O)COC(=O)c1ccc(NC(N)=O)cc1	-5	0.2	0	7	0.6%	15	6	3	-4
CCn1c(Cc2ccccc2)nnc1SCC(=O)NC(C)(C)C	-1	0.2	8	6	0.2%	-5	8	1	6
O=C1CCCc2nc(N3CCCCC3)sc21	-4	1.8	-12	-7	0.4%	-20	-2	1	4
O=C(CCC(=O)c1cccs1)NCC(=O)Nc1ccc(F)c(F)c1F	6	0.9	-14	-5	-0.6%	-9	-4	1	-2
Cc1ccc(S(=O)(=O)n2nc(-c3cccnc3)nc2N)cc1	1	0.2	12	8	3.1%	-12	-3	2	3
Cc1cnc(NC(=O)Nc2ccc(OCc3ccccc3)cc2)c(Br)c1	-2	-0.3	-5	0	-0.7%	-6	13	1	2
CCCCN(CC)S(=O)(=O)c1ccc(C(=O)N=c2sc3cc(NC(C)=O)ccc3n2C)cc1	2	0.6	5	.	4.8%	-10	-6	3	11
Cc1nc2c(-c3ccccc3)c(C)nn2c(C)c1CCC(=O)NCc1ccc(Cl)cc1	9	.	18	.	0.0%	-7	.	1	1
Nc1ccccc1C(=O)Nc1cccc2ccccc12	-4	0.8	9	-4	-0.9%	5	-24	1	-1
COc1ccc(Br)cc1CNC(=O)CCSCc1ccc(C)cc1	0	1.2	-11	-1	-1.2%	-3	.	12	2
Cc1ccc(C)c(Nc2nn3c(=O)c4ccc(C(=O)NCc5cccnc5)cc4nc3s2)c1	16	0.2	2	7	3.7%	-2	-3	4	-7
COc1cccc(CNC(=O)CN2C(=O)CC(c3ccccc3)=Nc3ccccc32)c1	0	-0.2	13	7	-0.8%	-2	3	3	-1
CCOC(=O)CSc1nnc2n(Cc3ccccc3)c(=O)c3c4c(sc3n12)CCC4	5	0.7	15	8	-0.4%	-12	8	1	-1
O=C(Nc1ccc(Br)cc1)N1CCC(CN2CCCC2)CC1	24	-1.0	-4	-3	0.0%	0	.	0	1
COc1ccc(-c2oc3ccccc3c2C#CC(C)(C)O)cc1	31*	-0.2	-11	.	3.3%	.	-4	1	-5
O=C(Cc1cccs1)NC1CC(=O)N(c2ccc(F)cc2)C1 (stereo not drawn)	-3	0.7	-2	-1	-1.6%	.	.	0	-2
COc1cccc2cc(-c3cc(=O)oc4ccc(O)cc34)oc12	6	0.2	-3	9	-0.1%	1	16	0	6
C=C(C)C1CC=C(C)/C(=N/NC(=O)COc2ccc(C)cc2)C1 (stereo not drawn)	-5	0.1	-10	-5	0.8%	-14	8	2	12
COc1cccc(CN2CC(C(=O)N3CCN(C(C)C)CC3)CCC2=O)c1 (stereo not drawn)	2	0.8	-2	3	-0.7%	1	-6	4	1
O=C1CSC(=S)N1c1ccc(F)cc1	3	-1.6	3	.	0.2%	-1	3	4	-9
COc1ccc(CCNC(=O)C2CCCN(c3ncnc4c3nc3n4CCCCC3)C2)c(OC)c1 (stereo not drawn)	13	-0.2	11	-15	0.5%	-3	-2	-1	-2
CC1CCCCN1C(=O)CSc1nnc(-c2ccco2)n1C (stereo not drawn)	2	.	3	-11	-0.3%	13	.	1	-5
CCOC(=O)CCCNC(=O)c1cncc(O)c1	3	-0.6	-2	-10	-2.5%	5	3	2	3
C=CCNc1nc(N)c([N+](=O)[O-])c(N2CCCCCC2)n1	1	0.3	-8	-5	0.2%	0	-6	2	-3
O=C(Nc1ccc2nccnc2c1)c1cnccn1	1	-0.2	1	4	-0.4%	-4	-1	3	-3
CCOC(=O)N1CCN(C(=O)CCS(=O)(=O)c2ccc3c(c2)CCN3C(=O)CC)CC1	4	0.7	6	4	0.2%	9	-3	1	-1
CSc1ccc(/C=N/n2nnnc2N)cc1	-5	0.0	-6	-3	-0.5%	-10	-14	0	-2
CCc1ccc(NC(=O)Cn2cnc3sc(C)c(S(=O)(=O)N4CCN(c5ccccc5OC)CC4)c3c2=O)cc1	-3	0.1	8	-28	2.0%	-2	.	1	-1
CCN(CC)c1ccc(NC(=O)CN2C(=O)c3cccnc3Sc3ccccc32)c(C)c1	-2	.	-13	-18	4.1%	-22	.	0	-4
O=C(O)C1CC=CCC1C(=O)Nc1cccnc1 (stereo not drawn)	-1	-0.5	8	2	-2.5%	17	-1	0	-4
Cc1ccc(O)c(C(=O)CC(=O)c2ccc(Cl)cc2)c1	-2	0.2	-14	4	4.3%	9	3	4	-9
COc1ccc(NC(=O)CN(c2cc(C)cc(C)c2)S(=O)(=O)c2c(C)noc2C)cc1OC	1	-0.6	16	.	8.5%	-3	-5	1	3
Cc1sc2ncn(CC(=O)NCCCC(=O)N3CCN(c4ccccc4F)CC3)c(=O)c2c1C	-5	0.0	13	10	5.4%	1	-33	0	-4
Cc1cccc(C)c1NC(=O)COC(=O)CCc1c[nH]c2ccccc12	1	0.4	0	1	2.5%	-8	-23	21	.
OC(c1ccccn1)C1CCN(Cc2nc(C(c3ccccc3)c3ccccc3)no2)CC1 (stereo not drawn)	0	-3.5	-16	4	1.0%	12	28	1	0
CC(C)(NO)/C(=N\O)c1ccccc1	9	0.5	5	-6	2.9%	4	-3	3	-5
COc1ccccc1C1=NOC(COC(=O)c2ccc(Br)cc2)C1 (stereo not drawn)	-7	-1.4	12	8	-0.3%	-7	-9	5	-1
CCOc1ccc(NC(=O)CC2C(=O)N(c3ccc(OC)cc3)C(=S)N2Cc2ccccn2)cc1 (stereo not drawn)	-1	-0.1	.	10	-2.0%	0	15	2	-3
O=C(Nc1ccc2c(c1)OCO2)c1ccc(=O)[nH]n1	-7	-0.5	-15	-4	-1.0%	-12	3	1	-14
CN(c1ccccc1)S(=O)(=O)c1ccc(Cl)c(C(=O)Nc2nn[nH]n2)c1	-6	1.5	1	2	-0.7%	-13	-1	2	3
